# Screens from PubChem.
# PglD inh: blocks C. jejuni PglD acetyltransferase activity; purified PglD enzyme, DTNB colorimetric CoA detection; inhibition, % at 12.5 µM; 360,000 compounds, 0.098% hits; in the data active = inhibition above about 16%, passing the limit was not always enough; inconclusive = no clear call, values can overlap the other calls; note: strong numbers were not always called active
# PGC1a acetyl inh: modulators of PGC1a acetylation; U2OS PGC1a acetylation, AlphaScreen anti-acetyl-lysine; with virally co-expressed GCN5 acetyltransferase; inhibition, % at 15.6 µM; 350,000 compounds, 0.17% hits;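 active = every replicate shows inhibition of at least 40%; inconclusive = mean inhibition at least 40% but some replicate below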;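 note: 0% = neutral control wells and 100% = positive control wells; some results beyond the cut were filed as inactive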
# FN deposition inh: fibronectin deposition inhibition. 350,000 compounds, 0.086% hits. inhibition, % at 12.6 µM. AH1F fibroblasts, Alexa488-fibronectin deposition fluorescence, overnight. AID 743247;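 active = mean inhibition across replicates of 30% or more, regardless of how many single replicates reach that level; inconclusive = mean under 30% yet at least half of replicates reach 30%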;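 note: positive control wells lacked labelled fibronectin entirely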
#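 Test system: AH1F fibroblast monolayer depositing Alexa488-labelled fibronectin into matrix. Input: 10000 cells per well. Technique: fluorescence, ex 485 nm, em 525 nm. Buffer or medium: DMEM plus 2% serum, read in PBS. Timing: 1 h cell adhesion before compound, then overnight fibronectin incubation. Compound: single dose, pinned. Read-out basis: inhibition from reduced deposited-fibronectin fluorescence.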
# EWS-Fli inh: inhibitors of EWS/Fli oncoprotein transcriptional activity; A673 NR0B1-luciferase reporter, viability-normalised; inhibition, % at 12.6 µM; 350,000 compounds, 0.67% hits; AID 651661;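 active = mean inhibition of at least 50% after viability correction, with every replicate also passing that limit; inconclusive = mean reaches 50% but only one of two replicates passes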;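 note: firefly luciferase signal divided by Alamar Blue viability fluorescence both relative to DMSO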
# S100A4 MyoIIA: blocks human S100A4 binding to myosin IIA peptide | S100A4/TAMRA-MyoIIA peptide fluorescence polarization | inhibition, % at 10.7 µM | 360,000 compounds, 0.14% hits | AID 652163;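 active = mean inhibition of at least 70% across replicates, with every replicate also reaching that level; inconclusive = mean inhibition reaches 70% but some replicates fall short; inactive = mean inhibition below 70%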
# Target sequence (P26447 whole entry, looked up): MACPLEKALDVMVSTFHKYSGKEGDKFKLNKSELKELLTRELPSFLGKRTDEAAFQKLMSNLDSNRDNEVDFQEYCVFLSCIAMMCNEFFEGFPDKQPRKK
#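 Material: S100A4 monomer protein / Buffer or medium: 50 mM HEPES pH 7.2, 10 mM CaCl2, 100 mM KCl / Times: 5 min incubation before reading / Benchmarks: neutral control DMSO, positive control TFP / Reagent: labelled myosin peptide probe, 5 nM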
# LGR2 antag: blocks bursicon-induced cAMP signaling via Drosophila LGR2; 380,000 compounds, 0.35% hits; inhibition, % at 9.99 µM; HEK293 LGR2, CRE-luciferase, bursicon-stimulated, 4 h;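 active = drop in luminescence signal, shown as inhibition above about 50% in the replicate tests, limit read from the data, passing the limit was not always enough; inconclusive = probably only some replicates passing the limit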;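 note: agonist challenge used bursicon conditioned medium at about half maximal strength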
# ERAP1 HTS inh: inhibitors of human ERAP1 aminopeptidase; Q9NZ08; recombinant ERAP1, Leu-AMC fluorescence, 60 min; inhibition, % at 10.7 µM; 340,000 compounds, 0.15% hits;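 active = mean replicate inhibition of at least 30%, or all replicates individually reaching that 30% level; inactive = mean below 30% and not every replicate reaching it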;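 note: 0% = neutral control wells and 100% = L-leucinethiol positive control wells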
# Target sequence (Q9NZ08 whole entry, looked up): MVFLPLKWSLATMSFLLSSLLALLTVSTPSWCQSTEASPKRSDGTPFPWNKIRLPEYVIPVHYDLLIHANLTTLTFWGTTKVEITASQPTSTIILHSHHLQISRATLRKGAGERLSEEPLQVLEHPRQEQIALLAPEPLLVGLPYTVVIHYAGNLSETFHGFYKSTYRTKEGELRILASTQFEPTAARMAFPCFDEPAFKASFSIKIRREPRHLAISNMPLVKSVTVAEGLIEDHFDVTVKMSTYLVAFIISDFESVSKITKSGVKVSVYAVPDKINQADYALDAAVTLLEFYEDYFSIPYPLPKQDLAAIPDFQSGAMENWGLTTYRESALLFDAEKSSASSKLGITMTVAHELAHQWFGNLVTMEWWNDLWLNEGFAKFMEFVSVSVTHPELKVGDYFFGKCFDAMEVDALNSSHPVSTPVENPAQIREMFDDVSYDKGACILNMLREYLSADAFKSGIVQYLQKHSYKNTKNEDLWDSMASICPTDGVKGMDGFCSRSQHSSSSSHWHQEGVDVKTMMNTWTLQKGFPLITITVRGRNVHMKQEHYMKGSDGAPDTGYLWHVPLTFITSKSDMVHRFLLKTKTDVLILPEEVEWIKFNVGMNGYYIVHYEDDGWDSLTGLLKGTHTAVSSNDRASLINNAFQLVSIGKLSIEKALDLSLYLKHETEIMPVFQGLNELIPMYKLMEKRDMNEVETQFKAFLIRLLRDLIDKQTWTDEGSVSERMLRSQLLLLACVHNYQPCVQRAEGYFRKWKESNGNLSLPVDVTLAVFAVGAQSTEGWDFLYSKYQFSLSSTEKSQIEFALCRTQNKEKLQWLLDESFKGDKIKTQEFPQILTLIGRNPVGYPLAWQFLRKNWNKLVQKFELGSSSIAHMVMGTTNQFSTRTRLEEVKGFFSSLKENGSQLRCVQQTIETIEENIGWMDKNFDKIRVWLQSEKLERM
# PAX8 inh HTS: PAX8 transcriptional activity inhibition; RMG-I TPO-luciferase reporter, SteadyGlo, 24 h; inhibition, % at 12.6 µM; 360,000 compounds, 1.2% hits; AID 652154;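 active = mean replicate inhibition at least 60% with every replicate also reaching 60%; inconclusive = only one of the two criteria is met; inactive = mean below 60% and not all replicates reaching 60%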;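 note: luciferase light reporting Pax8 driven TPO promoter activity; plate controls were median of neutral control wells for no effect and mitoxantrone controls for full effect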
# * hit, by the source's call; ? = inconclusive; . = not tested or not shown; & = joins results of further samples. Not a hit list. Share with any hit: about 2.1%.
no.	SMILES	LGR2 antag	ERAP1 HTS inh	FN deposition inh	EWS-Fli inh	PGC1a acetyl inh	PglD inh	S100A4 MyoIIA	PAX8 inh HTS
1	COC(=O)C[C@H]1CC[C@@H]2[C@H](COc3ccc(NC(=O)Nc4cc(C)cc(C)c4)cc3C(=O)N2C)O1	3	2	7	17	.	-1	-3	17
2	CC(=O)c1ccccc1NC(=O)CCNC(=O)c1ccco1	-10	2	-4	-18	.	-5	-8	14
3	C[C@H](CO)N1C[C@H](C)[C@H](CN(C)S(C)(=O)=O)OCCCC[C@H](C)Oc2ccc(NS(=O)(=O)c3ccccc3)cc2C1=O	-7	-2	.	-10	-5	2	-3	-14
4	C[C@H](CO)N1C[C@H](C)[C@@H](CN(C)C(=O)Cc2ccccc2)OCc2cn(nn2)CCCC1=O	9&1	1&0	-9&1	-3&3	-12	-2	-3&-8	2&-4
5	COc1ccc(N(CC(=O)NCc2cccs2)S(=O)(=O)c2cccc(C)c2)cc1	10	-6	-4	-6	.	3	-4	-2
6	COc1cc(CO)c(Br)cc1OCC(N)=O	-6	1	13	14	.	.	6	-11
7	COCC(=O)Nc1ccc2c(c1)C(=O)N(C)C[C@H](OC)[C@@H](C)CN(C(=O)COC)[C@H](C)CO2	3	-3	1	-4	.	13	-1	-3
8	O=C(COC(=O)/C=C/c1ccccc1)NC1CCCCCC1	4	-1	-5	-4	.	-3	-2	-5
9	C=CCN1CC(C)/C(=N\O)CC1C (stereo not given)	12	14	3	15	-5	.	1	-8
10	COCCCN1C(=O)C(O)=C(C(=O)c2ccc(C)o2)C1c1cccc(Br)c1 (stereo not given)	11	.	-11	.	1	-3	.	.
11	CC(C)CNC(=O)CSc1ccc(S(=O)(=O)N(C)C2CCCCC2)cn1	-8	0	-5	2	.	.	-2	2
12	O=C(Nc1ccccc1)Nc1ccc2c(c1)[C@@H]1C[C@H](CC(=O)N3CCOCC3)O[C@@H](CO)[C@@H]1O2	-1	.	-6	4	3	10	.	-1
13	COc1ccc(NC(=O)c2cc(=O)[nH]c3ccccc23)cc1	0	2	1	-3	.	.	0	10
14	COc1ccc(CN2C(=O)c3cccnc3C2=O)cc1S(=O)(=O)NC1CCCCC1	-17	0	-3	3	-5	4	-4	-26
15	Cc1nc2sc(C(c3ccco3)N3CCN(c4ccc(F)cc4)CC3)c(O)n2n1 (stereo not given)	.	4	2	4	-2	-2	-3	14
16	COc1ccc(C(=O)NCCC(=O)NCc2cc(=O)n(C)c(=O)n2C)cc1	-4	2	-5	.	1	-2	-7	-19
17	COc1ccc(S(=O)(=O)N(C)C[C@@H]2Oc3ncc(/C=C/c4ccccc4)cc3C(=O)N([C@H](C)CO)C[C@H]2C)cc1	6	.	-18	16	1	.	.	37
18	CC(C)NC(=O)CN(Cc1ccc(F)cc1)C(=O)CCC(=O)Nc1nccs1	2	-5	3	0	3	1	-5	-14
19	CCCCCNC(=O)C(c1ccc(-c2ccccc2)cc1)n1c(=O)c(-c2ccccc2)nc2ccccc21 (stereo not given)	-23	-2	0	-33	.	.	-1	-16
20	O=C(CC1C(=O)NCCN1Cc1c(F)cccc1Cl)NCCc1ccccn1 (stereo not given)	-24	-2	-7	-4	.	.	2	19
21	Clc1cccc(-c2nnc(-c3ccno3)o2)c1	.	.	-2	-16	6	3	5	-5
22	COC(=O)c1c(N2C(=O)CCC2=O)sc2c1CCCC2	19	.	15	-6	4	-7	-3	8
23	O=C(c1cnccn1)N(Cc1cccs1)C1(C(=O)NC2CCCC2)CCCCC1	12	.	-8	.	-1	-5	.	3
24	O=C(O)CC(CNS(=O)(=O)c1ccccc1)c1ccccc1 (stereo not given)	7	0	0	1	-3	1	-3	0
25	CO[C@@H]1CN(C)C(=O)c2cc(NC(=O)c3ccccc3)ccc2OC[C@H](C)NC[C@H]1C	-9	3	-14	5	1	2	3	7
26	C[C@H](CO)N1C[C@H](C)[C@@H](CN(C)Cc2ccncc2)Oc2ccc(NS(=O)(=O)c3ccc(Cl)cc3)cc2CC1=O	-13	-1	-17	-6	5	2	-17	21
27	CN(C)C(=S)c1ccccc1	6	-2	-8	-6	-3	-3	-1	5
28	CC(=O)NCCNc1nc(NC(C)C)nc2ccsc12	1	6	-7	0	.	1	-2	-12
29	CCCCNC(=S)Nc1ccc([N+](=O)[O-])cc1	10	.	-3	.	-8	-11	.	-25
30	COc1ccc(CN(C)C[C@H]2Oc3ccc(NC(=O)CCC(F)(F)F)cc3CC(=O)N([C@H](C)CO)C[C@H]2C)cc1	5	-4	.	11	-8	1	2	-8

# A draw from above in order of count of non-hydrogen atoms, smallest number first.
no.	SMILES	LGR2 antag	ERAP1 HTS inh	FN deposition inh	EWS-Fli inh	PGC1a acetyl inh	PglD inh	S100A4 MyoIIA	PAX8 inh HTS
9	C=CCN1CC(C)/C(=N\O)CC1C (stereo not given)	12	14	3	15	-5	.	1	-8
20	O=C(CC1C(=O)NCCN1Cc1c(F)cccc1Cl)NCCc1ccccn1 (stereo not given)	-24	-2	-7	-4	.	.	2	19
25	CO[C@@H]1CN(C)C(=O)c2cc(NC(=O)c3ccccc3)ccc2OC[C@H](C)NC[C@H]1C	-9	3	-14	5	1	2	3	7

# Remaining list, next part:
no.	SMILES	LGR2 antag	ERAP1 HTS inh	FN deposition inh	EWS-Fli inh	PGC1a acetyl inh	PglD inh	S100A4 MyoIIA	PAX8 inh HTS
31	CNC(=O)c1csc(-c2ccc(Cl)cc2)n1	-14	-1	3	-41	5	.	-6	-68
32	CN(C)S(=O)(=O)c1cccc(C(=O)OCC(=O)N2c3ccccc3NC(=O)C2(C)C)c1	.	.	-1	.	0	-6	.	-15
33	C/C=C/c1cnc2c(c1)C(=O)N([C@H](C)CO)C[C@H](C)[C@@H](CN(C)Cc1ccc(F)cc1)O2	-13	7	.	-15	-12	12	3	2
34	CS(=O)(=O)N1[C@H](C#N)[C@@H](c2ccc(/C=C/c3ccccc3)cc2)[C@H]1CO	-17	-1	9	-35	-9	3	-4	7
35	C[C@@H]1CCCCO[C@H](CN(C)C(=O)CCC(F)(F)F)[C@@H](C)CN([C@@H](C)CO)C(=O)c2cc(NS(=O)(=O)c3ccc(F)cc3)ccc2O1	11	6	0	9	-9	0	-11	21
36	CS(=O)(=O)N(CC(=O)Nc1ccccc1C(=O)N1CCOCC1)c1ccc(Cl)cc1	2	-1	0	-44	-27	5	0	-3
37	COc1ccccc1CNC(=O)CN1CCN(Cc2ccc(Cl)cc2)C1=O	-2	1	1	-1	-6	-3	3	4
38	CCc1ccc(OCC(=O)Nc2ccc(S(=O)(=O)Nc3ccccn3)cc2)cc1	-5	0	-7	-7	.	5	-25	0
39	Oc1cccc(NC(=S)N=Nc2c(O)[nH]c3ccccc23)c1	-22	8	-4	-67	10	-14	-2	29
40	COc1ccc(NC(=O)N(C)C[C@H]2OCCCC[C@@H](C)Oc3ccc(NC(=O)Nc4ccc5c(c4)OCO5)cc3C(=O)N([C@H](C)CO)C[C@@H]2C)cc1	-34	1	.	-47	-11	-1	-22	5
41	COc1ccc(CCNC(=O)Cc2cccs2)cc1	.	9	-8	-8	-3	3	1	3
42	COc1cc(OC)c2cc(C(=O)N/N=C/c3cccc(OC)c3O)[nH]c2c1	30	5	0	25	22	-8	1	29
43	CCCN1CCN(C(=S)Nc2sc(CC)cc2C(=O)OC)CC1	15	-1	.	-21	.	.	1	-1
44	COC(=O)C1=C(C)N(CCCC(=O)O)C(=O)NC1c1cccc2ccccc12 (stereo not given)	2	.	5	-49	-13	-2	-1	2
45	C[C@H]1CN([C@@H](C)CO)C(=O)c2cccc(NC(=O)c3cnccn3)c2O[C@H]1CN(C)C(=O)Nc1cccc2ccccc12	-2	2	6	8	-5	-5	-3	9
46	O=C(NC1CC1)c1cccc(Oc2ccccc2)c1	5	1	-3	-18	4	1	-17	-32
47	NS(=O)(=O)c1cccc(NC(=O)/C=C/c2cccs2)c1	-49	5	2	-63	10	.	7	-107
48	CC(=O)c1cccc(NC(=O)NC2CCCc3ccccc32)c1 (stereo not given)	8	-2	.	-2	2	.	1	-3
49	C[C@@H]1CN([C@@H](C)CO)C(=O)c2cc(N(C)C)ccc2O[C@H]1CN(C)S(C)(=O)=O	-7	1	2	0	3	1	-2	9
50	Cc1cc(NC(=O)CSc2n[nH]c(N)n2)no1	8	-3	5	2	-2	0	-10	6
51	O=C(C[C@H]1CC[C@@H]2[C@H](COC[C@H](O)CN2C(=O)c2ccc3c(c2)OCO3)O1)NC1Cc2ccccc2C1	9	1	-1	9	0	-1	?	-2
52	CN(C)CC(=O)N[C@@H]1CC[C@H](CC(=O)NCc2ccc(Cl)cc2)O[C@@H]1CO	-24	-8	.	4	-9	11	-5	-11
53	COc1ccccc1CNC(=O)C1CCCN1S(=O)(=O)c1ccc2c(c1)C(C)(C)C(=O)N2C (stereo not given)	14	5	1	3	-12	-1	-6	-19
54	COc1cccc(OC)c1NC(=O)CN1CCN(C)CC1	-13	0	3	-9	4	0	-9	8
55	Cc1ccc(OCc2ccc(C(=O)O)o2)c([N+](=O)[O-])c1	-9	-1	-9	-2	6	-2	1	24
56	Cc1nc(Nc2ccc(S(N)(=O)=O)cc2)sc1C(=O)Nc1ccccc1	27	-1	6	0	?	.	4	43
57	O=c1[nH]c2ccc(S(=O)(=O)NCc3ccccc3)cc2[nH]1	-11	-8	.	-7	-2	.	-7	4
58	CCOc1ccc2nc(N3CCC(C(=O)Nc4nnc(CC)s4)CC3)sc2c1	-60	1	4	-33	-2	-2	-1	-179
59	COc1cc2nc(Nc3ccc(F)cc3)nc(N)c2cc1OC	-10	-5	-2	-22	.	7	-2	-52
60	CC1CCC(NC(=O)CNC(=O)c2ccc3ccccc3c2)CC1 (stereo not given)	-40	-3	-2	-67	.	.	-1	-32
61	CCCNC(=S)N1CCN(C(c2ccccc2)c2ccccc2)CC1	-1	.	-6	.	.	-3	.	10

# One compound at a time (already shown). Order of screens: LGR2 antag, ERAP1 HTS inh, FN deposition inh, EWS-Fli inh, PGC1a acetyl inh, PglD inh, S100A4 MyoIIA, PAX8 inh HTS
# C[C@H]1CN([C@@H](C)CO)C(=O)c2cccc(NC(=O)c3cnccn3)c2O[C@H]1CN(C)C(=O)Nc1cccc2ccccc12 reads -2, 2, 6, 8, -5, -5, -3, 9
# CCc1ccc(OCC(=O)Nc2ccc(S(=O)(=O)Nc3ccccn3)cc2)cc1 reads -5, 0, -7, -7, ., 5, -25, 0
# Oc1cccc(NC(=S)N=Nc2c(O)[nH]c3ccccc23)c1 reads -22, 8, -4, -67, 10, -14, -2, 29
# CN(C)CC(=O)N[C@@H]1CC[C@H](CC(=O)NCc2ccc(Cl)cc2)O[C@@H]1CO reads -24, -8, ., 4, -9, 11, -5, -11
# COc1ccc(NC(=O)N(C)C[C@H]2OCCCC[C@@H](C)Oc3ccc(NC(=O)Nc4ccc5c(c4)OCO5)cc3C(=O)N([C@H](C)CO)C[C@@H]2C)cc1 reads -34, 1, ., -47, -11, -1, -22, 5
